# mcGAS inh – blocks mouse cGAS activity. 160,000 tested, 0.15% active. recombinant cGAS, Kinase-Glo ATP depletion luminescence. inhibition, % at 12.5 µM. AID 1259399;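 also: 0% = negative control wells and 100% = reference inhibitor with no enzyme activity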
# hcGAS lum – human cGAS inhibition; Q8N884; recombinant h-cGAS, ATP depletion, Kinase-Glo luminescence; inhibition, % at 12.5 µM; 290,000 tested, 0.081% active;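 also: 0% = vehicle reaction and 100% = reaction without DNA for no activity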
# Target sequence (Q8N884 whole entry, looked up): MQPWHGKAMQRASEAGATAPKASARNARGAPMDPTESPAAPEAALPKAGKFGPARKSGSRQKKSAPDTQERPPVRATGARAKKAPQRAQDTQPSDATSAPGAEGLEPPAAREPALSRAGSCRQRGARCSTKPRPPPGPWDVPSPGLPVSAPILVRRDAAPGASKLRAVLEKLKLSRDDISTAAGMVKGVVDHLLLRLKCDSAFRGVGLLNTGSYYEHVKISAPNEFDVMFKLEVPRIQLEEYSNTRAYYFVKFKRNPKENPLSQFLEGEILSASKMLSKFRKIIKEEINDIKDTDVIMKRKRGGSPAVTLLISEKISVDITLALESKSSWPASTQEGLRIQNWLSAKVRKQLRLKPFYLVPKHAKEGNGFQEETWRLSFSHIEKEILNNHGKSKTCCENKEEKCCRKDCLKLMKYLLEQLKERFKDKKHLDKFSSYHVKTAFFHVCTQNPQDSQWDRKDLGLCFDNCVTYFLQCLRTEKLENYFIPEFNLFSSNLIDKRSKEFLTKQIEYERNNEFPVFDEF
# NPYLR7 agonist – mosquito NPYLR7 agonism. HEK293T NPYLR7/Galpha15, GCaMP6s calcium fluorescence. activation, % at 10 µM. 270,000 tested, 0.15% active. AID 1259423; in the data active = activation above about 40%;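 also: 0% = vehicle and 100% = reference agonist at the receptor; some compounds past the cut are filed as inactive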
# * marks the source's active call; other numbers are inactive results; . = not tested or not shown; & = joins results of further samples. Rule as the data show it, unless noted: active = inhibition above about 40%; inactive = the rest.
SMILES,mcGAS inh,hcGAS lum,NPYLR7 agonist
CCN(C(=O)c1cnc2sccn2c1=O)c1ccccc1,-7.4,-4.4,-0.1
FC(F)(F)c1nc2ccccc2[nH]1,-2.1,-3.6&-0.2,-1.0&2.3
COCCNS(=O)(=O)c1ccc2[nH]cc(C(=O)O)c(=O)c2c1,2.0,-2.1,3.0
CC1CC(C)CN(C(=O)C(C)S(=O)(=O)Cc2ccc(C(C)(C)C)cc2)C1 (stereo not given),.,-16.6,-4.2
O=C(C#Cc1ccccc1)N1CCCC(N2CCN(c3cccc(C(F)(F)F)c3)CC2)C1 (stereo not given),-1.5,-1.6,.
COc1ccc(CC(=O)NCC2CCCN(C(=O)CSc3ccccn3)C2)cc1 (stereo not given),.,-1.3,0.9
CC1(C(=O)NS(=O)(=O)c2ccc(Cl)cc2)CCN1C(=O)Cc1ccsc1 (stereo not given),.,2.8,-1.1
CC(=O)NCCC1CN(Cc2ccc(C)c3ncccc23)CCO1 (stereo not given),-21.1,-3.5,0.4
CC(C)n1cc(C#N)c(NC(=O)C2CC23CCc2ccccc23)n1 (stereo not given),.,-5.9,3.1
COc1ccc(-c2nnc(SCc3cccc(F)c3F)n2-c2ccc(C)cc2)cc1,-7.3,-6.1,.
O=C(Nc1ccc(-c2noc(-c3ccc(Br)o3)n2)cc1)c1ccco1,.,-4.1,-1.5
CC(C)=NNc1nc(Cl)c(C#N)c(Cl)c1Cl,.,-6.7,-6.2
CCCCN(C)c1c(C)nc2ccc(C(=O)NCc3ccccc3OC)cn12,-1.6,-7.5,-7.5
COC(=O)c1coc(CN2C[C@@H](NS(C)(=O)=O)[C@H](C(C)C)C2)n1,-7.4,-20.4,.
COc1ccc(-c2nc3ccccc3c(=O)n2CCc2ccccc2)c(OC)c1,-11.0,-7.0,2.6
COCCn1c(SCC(=O)OC)nc2scc(-c3ccc(F)cc3)c2c1=O,-6.2,-6.7,17.9
O=C1C=C(Nc2ccc3ccccc3c2)CCC1,.,-6.1,3.4
COc1ccc2cc(CNC(=O)CN3CCCCCC3=O)ccc2c1,.,-4.4,2.7
Cc1ccc(CC2(C)C(=O)Nc3ccc(Cl)cc32)cc1 (stereo not given),-2.2,-1.7,3.6
O=C1CN(CCCc2ccccc2)C2CS(=O)(=O)CC2N1c1ccccc1 (stereo not given),.,-7.3,0.3

# Looked up by compound from the list above (6):
SMILES,mcGAS inh,hcGAS lum,NPYLR7 agonist
Cc1ccc(CC2(C)C(=O)Nc3ccc(Cl)cc32)cc1 (stereo not given),-2.2,-1.7,3.6
O=C(Nc1ccc(-c2noc(-c3ccc(Br)o3)n2)cc1)c1ccco1,.,-4.1,-1.5
COc1ccc(-c2nc3ccccc3c(=O)n2CCc2ccccc2)c(OC)c1,-11.0,-7.0,2.6
CC(C)=NNc1nc(Cl)c(C#N)c(Cl)c1Cl,.,-6.7,-6.2
COc1ccc2cc(CNC(=O)CN3CCCCCC3=O)ccc2c1,.,-4.4,2.7
COCCn1c(SCC(=O)OC)nc2scc(-c3ccc(F)cc3)c2c1=O,-6.2,-6.7,17.9

# Later entries
SMILES,mcGAS inh,hcGAS lum,NPYLR7 agonist
Fc1ccc2nc3c(nc2c1)c1ccccc1n3Cc1c(Cl)cccc1Cl,-6.4,6.2,-7.7
Cc1ccc(Cl)cc1Nc1ncccc1C(=O)Nc1ccc(Cl)cc1,.,-3.7,-7.4
N#Cc1ccc(CN(CCN2CCOCC2)S(=O)(=O)c2ccc(Cl)c([N+](=O)[O-])c2)cc1,.,-3.6,-5.3
CCn1ccnc1CN1CCCC(CNC(=O)c2ccc(-c3ccccc3)cc2)C1 (stereo not given),.,-5.1,-6.9
COCCOCC(=O)N1CCc2c(sc3[nH]c(=O)n(C(C)C)c(=O)c23)C1,3.1,6.8,3.1
O=C(Nc1ccc(Cl)cc1)C1CCCN1c1ncnc2ccccc12 (stereo not given),.,-4.5,-1.2
O=C(N=C1N=C2C=CC(Br)=CN2Cc2ccccc21)c1ccc(Cl)c(Cl)c1,-8.2,-8.3,-6.4
COC(=O)c1c(C)c(C(=O)C(C)N(Cc2ccc(F)cc2)C(=O)c2cc(OC)cc(OC)c2)c(C)n1C (stereo not given),-5.0,-7.5,-11.9
Cc1ccccc1Nc1ncnc(N)c1[N+](=O)[O-],-7.3,-8.3,3.7
CC1(C)CC(=O)C2C(=Nc3nc(N)[nH]c(=O)c3C2c2ccc(F)cc2)C1 (stereo not given),.,2.1,-0.7
OC(c1ccccc1)c1nc2ccccc2n1Cc1cccc2ccccc12 (stereo not given),-2.1,5.1,0.2
Nc1ccc(C(=O)O)c(O)c1,-9.0,0.1&-0.8&-9.3,-4.8&-10.2&3.5
CCc1n[nH]c(=S)n1CCNC(=O)c1cscn1,-15.9,-8.6,4.5
CN1CCCCC1CN1CCN(C(=O)Nc2ccc(C#N)cc2)CC1 (stereo not given),.,-14.1,9.0
CCOC(=O)c1c(-c2ccccc2)csc1NC(=O)C1CCCO1 (stereo not given),-5.6,-8.9,-4.8
COC(=O)/C(C#N)=C/c1c(Oc2cccc(C)c2)nc2ccccn2c1=O,-7.9,-7.9,11.4
NC(=O)c1ccccc1NC(=S)NC(=O)c1ccco1,.,-11.8,4.1
C[C@]12CCC(=O)C=C1CC[C@@H]1[C@@H]2[C@@H](O)C[C@@]2(C)[C@H]1CC[C@]2(O)C(=O)CO,-3.5,-2.9&-7.7&-1.0,-8.8&-4.4&1.1
CC(C)CN1Cc2c(n(CC(=O)NC3CC3)c3cc(-c4ccccc4)nn3c2=O)C1=O,-4.7,-5.5,.
CCn1c(=NC(=O)C(C)(C)C)sc2cc(F)cc(F)c21,-7.0,-1.8,1.9
Cc1cc(C)cc(C(=O)N2CCc3c(sc4[nH]c(=O)n(C5CCCCC5)c(=O)c34)C2)c1,-7.3,-10.9,10.9
CCn1cnc(NC(=O)N2CCOc3ccc(Cl)cc3C2)n1,-8.9,-4.2,16.5
COc1ccc(CN(CC(O)COCC(C)C)CC2CC2)cc1 (stereo not given),-4.6,-5.0,18.6
COc1ccc(CN(CC(C)C)C(=O)Cn2[nH]c(=O)ccc2=O)cc1,.,-4.2,13.8
CCCCCCCOc1ccc(C(=O)NC2C=CC(C(C(=O)OCC)c3cc(OC)ccc3OC)C2)cc1 (stereo not given),0.7,2.4,3.9
CC1CCCN(C(=O)COCC2CCCO2)C1CNC(=O)OC(C)(C)C (stereo not given),.,-3.0,0.8
O=C(c1ccco1)N1CCN(c2ccc([N+](=O)[O-])c3nonc23)CC1,.,0.2,24.7
Cc1ncc([N+](=O)[O-])n1CCNC(=O)C(NC(=O)OCc1ccccc1)SC(C)C (stereo not given),-4.6,-8.7,-10.1
CN(C)c1ccc(NC(=O)Cc2ccc(N3CCCC3=O)cc2)cn1,.,-9.2,0.0
O=C(c1ccc(C(F)(F)F)cc1)N(CC(=O)N1CCc2sccc2C1c1ccc(Cl)cc1Cl)Cc1ccc(F)cc1 (stereo not given),0.4,-5.9,-11.0
CN(C)C(=O)N1CCC[C@@H]1C(=O)NCCNC(=O)c1ccc(F)cc1,-6.9,-4.3,.
CCc1nc2ccc(C(=O)NCCCN(C)C)cn2c1N(CC)C(C)=O,-3.3,-6.9,3.2
CC12CCC(C(=O)N(CC(O)CN3CCCCC3)C1=O)C2(C)C (stereo not given),.,-7.2,6.1
C=C(C)CN(C)C(=O)c1ccc2nc(C)c(C)nc2c1,.,-3.5,-0.7
CC(C)C(=O)Nc1cccc(CNC(=O)N2Cc3ccccc3C2)c1,.,-6.7,1.2
O=c1[nH]c(CSc2nnnn2C2CC2)nc2cc(Cl)ccc12,.,-0.1,-0.6
COC(=O)[C@@H]1C[C@H](NS(=O)(=O)c2ccc(Cl)cc2)CN1C,.,2.1,0.7
COCC(=O)N(C)Cc1cccc(OC(F)(F)F)c1,.,-9.3,8.7
CCOC(=O)c1nc2cc(Cl)c(Cl)cc2nc1N1CCN(C(=O)N2CCOCC2)CC1,-6.7,-3.5,3.4
CC1CN(C2CCCCC2)c2nc3c(c(=O)n(CC(N)=O)c(=O)n3C)n2C1 (stereo not given),-9.2,-2.4,6.0
COc1c[nH]c(C(=O)N2C[C@@H]3[C@@H]4CC[C@@H](C4)[C@@H]3C2)cc1=O,-10.4,-3.5,0.3
CN(C)c1ncccc1CNc1ccc2cc(Cl)ccc2n1,.,-6.0,24.4
COc1ccccc1OCC(C)n1cnc(-c2ccccc2)c1C1CC1 (stereo not given),-1.0,3.2,-1.1
COc1cc(CCC(=O)N(C)Cc2ccc(C)o2)cc(OC)c1OC,.,-7.6,2.7
CSc1ccc(CN2CCC2(C)C(=O)NCCC(C)C)cc1 (stereo not given),.,-9.4,-4.1
c1nc(N2CCCCC2)c2c3c(sc2n1)CCC3,.,-5.3,2.1
OCCNc1ccc(-c2cc3ccccc3o2)nn1,.,2.3,-2.3
CC1(C)C2CCC1(CBr)C(=O)C2Br (stereo not given),-4.2,-5.5,-4.1
CN(C)N1C(=O)CC(NNc2ccccc2)C1=O (stereo not given),.,2.5,-12.5
COCCOc1nc(-c2cccs2)n(-c2ccc(NC(=O)Nc3cccc(OC)c3)cc2)n1,-7.3,-1.6,1.4

# For reference, some entries already given:
SMILES,mcGAS inh,hcGAS lum,NPYLR7 agonist
CCN(C(=O)c1cnc2sccn2c1=O)c1ccccc1,-7.4,-4.4,-0.1
FC(F)(F)c1nc2ccccc2[nH]1,-2.1,-3.6&-0.2,-1.0&2.3
COCCNS(=O)(=O)c1ccc2[nH]cc(C(=O)O)c(=O)c2c1,2.0,-2.1,3.0
CC1CC(C)CN(C(=O)C(C)S(=O)(=O)Cc2ccc(C(C)(C)C)cc2)C1 (stereo not given),.,-16.6,-4.2
O=C(C#Cc1ccccc1)N1CCCC(N2CCN(c3cccc(C(F)(F)F)c3)CC2)C1 (stereo not given),-1.5,-1.6,.
COc1ccc(CC(=O)NCC2CCCN(C(=O)CSc3ccccn3)C2)cc1 (stereo not given),.,-1.3,0.9
CC1(C(=O)NS(=O)(=O)c2ccc(Cl)cc2)CCN1C(=O)Cc1ccsc1 (stereo not given),.,2.8,-1.1

# (listing goes on)
SMILES,mcGAS inh,hcGAS lum,NPYLR7 agonist
COc1ccc(OC)c2sc(N(CCN(C)C)C(=O)c3cc(C)nn3C)nc12,-7.4,-11.7,1.0
Cc1cccc(NC(=O)CSc2nc3c(c(=O)n2Cc2ccccc2)SC(C)C3)c1C (stereo not given),.,-7.7,0.2
COCCc1ccc(OS(=O)(=O)c2ccc(C)cc2C)cc1,.,-7.1,6.9
CCc1cc2c(=O)n(CC)c(SCc3cc(=O)n4cc(C)ccc4n3)nc2s1,.,-6.2,1.1
CCCCn1c(N2CCN(Cc3c(Cl)cccc3Cl)CC2)nc2c1c(=O)[nH]c(=O)n2C,.,2.1,2.8
C=CC[C@@H]1CC=C[C@@H](C)N1Cc1c(CO)cnc(C)c1O,.,-4.1,3.0
COc1ccccc1CNc1nc2cc(-c3sccc3C)sc2c(=O)n1C,.,-10.7,6.5
O=C(c1ccc(Cl)c(F)c1)N1CCN(Cc2cccc(-c3noc(-c4ccccc4)n3)c2)CC1,-7.9,-6.6,-5.3
COc1cccc2c1NC(=O)CC2C(=O)NCC(=O)NC(C)C (stereo not given),.,-4.7,6.3
Cc1cc(CNC(=O)C2(Sc3ccccc3)CCCC2)on1,-5.2,-9.1,3.4

# Three compounds out of the list, arranged by count of non-hydrogen atoms, rising:
SMILES,mcGAS inh,hcGAS lum,NPYLR7 agonist
Cc1cc(CNC(=O)C2(Sc3ccccc3)CCCC2)on1,-5.2,-9.1,3.4
COc1ccc(OC)c2sc(N(CCN(C)C)C(=O)c3cc(C)nn3C)nc12,-7.4,-11.7,1.0
CCCCn1c(N2CCN(Cc3c(Cl)cccc3Cl)CC2)nc2c1c(=O)[nH]c(=O)n2C,.,2.1,2.8

# Next entries follow.
SMILES,mcGAS inh,hcGAS lum,NPYLR7 agonist
CCCn1nc2c(c1C)C(CCSC)CC(=O)N2 (stereo not given),.,-13.2,0.5
COC(=O)c1ccc(CN2CCN(c3ccc(OC)cc3OC)C(=O)C2C)cc1 (stereo not given),-4.1,-4.9,-0.7
c1ccc(Cn2cc(CN3CCN(CC4CC4)CC3)c(-c3ccc4c(c3)OCO4)n2)cc1,.,2.3,2.6
COc1cc(CCC2CCN(C(=O)Nc3ccc(C)cc3)CC2)cc(OC)c1,-0.2,7.7,-0.7
CC(C)(C)n1nc2c(c1NC(=O)c1cccc(C(F)(F)F)c1)CSC2,-8.1,-5.8,-3.0
Cc1ccccc1CN1CCN(C(C)C(=O)NNC(=O)c2ccc(F)cc2)CC1 (stereo not given),.,-8.8,1.0
O=C(C1CCCO1)N1CCc2c(sc3[nH]c(=O)n(-c4ccc(F)cc4F)c(=O)c23)C1 (stereo not given),-0.8,-1.2,-5.0
CCc1nnc(-c2cc3ccccc3n2CC(=O)Nc2ccc(C(N)=O)cc2)o1,-9.8,-4.7,-2.1

# Screening results as filed in PubChem BioAssay.
